# ALDH1A1 block: ALDH1A1 (human) enzyme inhibition | Potency, µM (series often up to 75.3 µM), without a hit: at the highest dose activity, negative = inhibition, actives largely listed as inhibitors | Purified ALDH1A1, NADH fluorescence, propionaldehyde substrate | 220,000 compounds, 7.3% hits | P00352 | AID 1030; active = well fitted inhibition curve with a large enough effect, not every such curve was filed as active; inconclusive = small, poorly fitted or top-dose-only effect, or another doubt; inactive = no such curve, though single readings can be large or run the other way;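 also: plate controls were no enzyme wells and a reference inhibitor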
# Target sequence (P00352 whole entry, looked up): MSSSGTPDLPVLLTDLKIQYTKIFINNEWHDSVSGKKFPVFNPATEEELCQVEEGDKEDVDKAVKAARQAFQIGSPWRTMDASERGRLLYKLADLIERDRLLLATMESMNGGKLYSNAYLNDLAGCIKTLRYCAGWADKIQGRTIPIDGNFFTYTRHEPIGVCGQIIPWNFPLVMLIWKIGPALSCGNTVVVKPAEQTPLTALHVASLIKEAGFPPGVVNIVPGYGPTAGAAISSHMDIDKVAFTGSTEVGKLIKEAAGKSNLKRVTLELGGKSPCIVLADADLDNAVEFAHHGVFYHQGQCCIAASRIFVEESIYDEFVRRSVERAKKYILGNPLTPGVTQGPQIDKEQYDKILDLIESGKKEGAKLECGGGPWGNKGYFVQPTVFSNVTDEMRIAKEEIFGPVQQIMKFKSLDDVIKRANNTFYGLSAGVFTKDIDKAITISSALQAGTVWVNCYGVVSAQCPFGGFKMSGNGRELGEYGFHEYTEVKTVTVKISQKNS
# Tau fibril ThT: inhibitors of human tau fibril formation, thioflavin T binding. P10636. AID 1460. recombinant tau K18 P301L (four-repeat tau fragment), heparin-induced fibrillization, ThT fluorescence. 270,000 compounds, 2.1% hits. Potency, µM (series often up to 57.4 µM), without a hit: top-dose activity, negative = inhibition, actives largely listed as inhibitors; also: % is scaled to controls: 0 for no effect and ±100 for the full control effect; nearly all actives have a fitted effect of over 55% in size
#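 Aggregation was driven by heparin (20 uM final) acting on recombinant tau […] bearing P301L in 100 mM sodium acetate pH 7; fibrils were detected with Thioflavin T.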
# RECQ1 helicase: blocks DNA unwinding by human RECQ1; Potency, µM (titrated, usually from 57.3 µM), for inactives: at the top dose activity, negative = inhibition, usual class: inhibitors; 240,000 compounds, 0.54% hits; RECQ1 DNA unwinding, red fluorescence kinetic read;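 also: plate controls were vehicle for no effect and no enzyme for full effect; nearly all actives have a fitted effect of over 30% in size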
# Target sequence (P46063 whole entry, looked up): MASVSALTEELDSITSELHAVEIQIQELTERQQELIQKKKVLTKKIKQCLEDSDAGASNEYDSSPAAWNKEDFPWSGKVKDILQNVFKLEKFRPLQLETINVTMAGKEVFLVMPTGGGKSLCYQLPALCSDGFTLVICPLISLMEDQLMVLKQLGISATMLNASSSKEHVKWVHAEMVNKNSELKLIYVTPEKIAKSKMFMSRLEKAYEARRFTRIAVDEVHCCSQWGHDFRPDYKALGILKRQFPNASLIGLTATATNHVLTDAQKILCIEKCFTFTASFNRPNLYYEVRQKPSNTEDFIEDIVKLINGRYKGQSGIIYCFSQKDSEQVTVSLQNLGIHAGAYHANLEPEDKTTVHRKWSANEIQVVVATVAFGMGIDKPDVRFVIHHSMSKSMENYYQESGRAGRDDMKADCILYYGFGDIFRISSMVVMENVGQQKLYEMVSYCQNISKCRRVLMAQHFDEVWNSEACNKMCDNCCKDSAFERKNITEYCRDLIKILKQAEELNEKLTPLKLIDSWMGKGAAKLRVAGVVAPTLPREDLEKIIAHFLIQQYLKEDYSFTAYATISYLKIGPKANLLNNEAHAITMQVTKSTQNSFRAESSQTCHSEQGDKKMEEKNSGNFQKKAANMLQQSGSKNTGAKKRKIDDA
#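 RECQ1T1 50 nM; forked duplex (20 bp + 30-nt ss tails) 200 nM, ATP 2 mM final; pH 8.0, 2 mM MgCl2, 2.5 ug/ml poly(dI-dC); 15 min compound preincubation; discontinuous kinetic read over 2 h at RT.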
# KinaseGlo FLuc: blocks Kinase-Glo luciferase, a counter-screen artifact. Potency, µM (doses to about 38.3 µM), without a hit: top-dose activity change, negative = inhibition, usual class: inhibitors. AID 1379. Kinase-Glo luciferase, ATP luminescence, 8 min. 200,000 compounds, 0.28% hits. Q27757; also: % is scaled to controls: 0 for no effect and ±100 for the full control effect; nearly all actives have a fitted effect of over 60% in size
#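 Kinase-Glo luciferase light output from ATP and luciferin was measured with 10 uM ATP, within the enzyme's linear range. Buffer: 50 mM imidazole pH 7.2, 50 mM KCl, 7 mM MgCl2, 0.01% Tween 20, 0.05% BSA; luminescence read after 8 min at ambient temperature.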
# SMN2 splice up: enhancers of SMN2 splice variant expression; HEK293 SMN2-luciferase splicing reporter, luminescence, 30-36 h; 210,000 compounds, 2.8% hits; Potency, µM (highest dose often 46.1 µM), inactives show at the top dose activity change, positive = activation, usual class: activators; also: % of control where 0% means no effect; nearly all actives have a fitted effect of over 55% in size
#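 qHTS luciferase splicing reporter: luminescence rises when SMN2 exon 7 is included in transfected HEK293 cells. Compound exposure lasted 30-36 h at 37C, with 4.5 mM final sodium butyrate as control, followed by a ONE-Glo read.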
# L3MBTL1 inh: inhibitors of human L3MBTL1; Q9Y468; AlphaScreen L3MBTL1–H3K9me1 peptide binding; Potency, µM (titrated, usually from 57.1 µM), without a hit: at the top dose activity, negative = inhibition, usual class: inhibitors; 230,000 compounds, 0.66% hits; AID 485360; also: % is scaled to controls: 0 for no effect and ±100 for the full control effect; nearly all actives have a fitted effect of over 60% in size
#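 L3MBTL1 (50 nM) pre-complexed 30 min with biotinylated H3(1-15)K9me1 peptide (75 nM), then compounds added for 30 min at room temperature; AlphaScreen streptavidin donor/nickel chelate acceptor beads (10 ug/mL final) read after 30 min dark incubation.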
# LMNA splice mod: changes lamin A minigene splicing in HeLa cells; HeLa LMNA splicing GFP/RFP minigene ratio, 48 h; 200,000 compounds, 0.01% hits; Potency, µM (highest dose often 46.1 µM), without a hit: top-dose ratio change, negative = inhibition, usual class: inhibitors; active = well fitted inhibition curve with a large enough effect in the signal ratio, with a control signal flat, not every such curve was filed as active; inconclusive = small, poorly fitted or top-dose-only effect, or effect the other way, or a change in a side signal; the % refers to the signal ratio; also: % is scaled to controls: 0 for no effect and ±100 for the full control effect
#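 Read-out is the ratio of GFP to DsRed2 object intensity, acquired by 488 nm laser-scanning cytometry on HeLa lamin A-EGFP minigene reporter cells. Compound incubation 48 hrs at 37 °C in Opti-MEM with 2% FBS; DMSO 0.5% final.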
# JMJD2E inh: blocks human JMJD2E demethylase activity; JMJD2E catalytic domain, FDH-coupled NADH fluorescence (FDH is formaldehyde dehydrogenase); Potency, µM (highest dose often 57.1 µM), inactives show at the highest dose activity change, negative = inhibition, usual class: inhibitors; 230,000 compounds, 1.6% hits; AID 2147; active = well fitted inhibition curve with a large enough effect, not every such curve was filed as active; inconclusive = small, poorly fitted or top-dose-only effect, or another doubt; inactive = no such curve, though single readings can be large or run the other way;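 also: 0% = wells with enzyme and -100% = buffer wells without enzyme; nearly all actives have a fitted effect of over 50% in size; many of its hits are not listed in these tables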
# * = called active by the depositor; i = inactive; ? = inconclusive; . = no result given; [ ] = remark or other dose. Unless noted, calls follow the shape of the dose curve; as a rule, active = well fitted curve in the direction sought with a large enough effect; inconclusive = small, poorly fitted or top-dose-only effect, or another doubt; inactive = no such curve, though single readings can be large; an effect the other way counts as inactive or inconclusive. Potency is read from the fitted curve at half-maximal effect. Not all compounds are listed; the hit share may differ from the screen's.
SMILES,ALDH1A1 block,Tau fibril ThT,RECQ1 helicase,KinaseGlo FLuc,SMN2 splice up,L3MBTL1 inh,LMNA splice mod,JMJD2E inh
CN(C)c1ccc(NC(=O)CN2CCC(N3CCCCC3)CC2)cc1,?,-9.9%,i,-2.1%,0.2%,.,23.8%,31.6µM*
CCOc1cc(CN2CCCC(CNC(=O)c3ccc(F)cc3)C2)ccc1OC (configuration not stated),.,-3.0%,-2.0%,.,.,-4.2%,.,-10.4%
CSc1ccccc1C(=O)N1CCOCC1,?,-0.4%,-2.6%,-1.6%,-1.8%,-1.7%,-3.2%,0.8%
CCOC(=O)/C(C#N)=C/Nc1cc(C(=O)OCC)cc2c(OC)c(OC)ccc12,?,2.7%,8.1%,.,.,12.8%,.,?
Cc1ccc(CSC2=NCCN2C(=O)C(C)Oc2ccccc2)cc1 (configuration not stated),6.0%,-5.6%,3.7%,3.0%,0.2%,15.7%,.,-11.6%
COc1ccc(OC)c(-c2csc(N(CC3CCCO3)C(=O)Cc3ccccc3)n2)c1 (configuration not stated),-0.8%,-4.0%,-6.9%,2.9%,.,-5.4%,0.8%[46 µM],-13.1%
CC(C)CC(=O)NCc1ccc(F)cc1,-5.5%,0.2%,10.1%,-3.2%,-17.1%,-5.1%,6.7%,1.2%
O=C(c1cccs1)c1coc2ccc(O)c(CN3CCOCC3)c12,-8.4%,-2.7%,i,12.5%,6.5%,6.2%,18.0%,-0.2%
Cc1ncc([N+](=O)[O-])n1CCOC(=O)NC(NCc1ccccc1Cl)C(Cl)(Cl)Cl (configuration not stated),-0.4%,-3.2%,-9.7%,-0.9%,-9.1%,3.6%,-5.1%,-1.4%
N#Cc1ccccc1NC(=O)Nc1ccc(Cl)cc1,?,9.8%,i,-13.2%,-7.8%,8.7%,-9.2%,?
CCOC(=O)C1CCN(C(=O)c2cc3c(=O)n4ccccc4nc3n2C)CC1,?,-4.3%,i,-0.8%,12.2%,-2.0%,-3.5%[46 µM],?
COc1ccc([N+](=O)[O-])cc1N(CC(O)CN1CCCCC1)S(=O)(=O)c1ccc(C)cc1 (configuration not stated),17.0%,14.9%,-13.4%,-0.1%,.,-6.3%,.,-8.5%
CSc1ccc(CN2C(=O)NC3(CCCCC3)C2=O)cc1,?,1.3%,-2.4%,-1.7%,-49.4%[inhibitor],6.3%,?,2.3%
C=C(C(=O)O)[C@@H]1CC[C@@]2(C)CCC[C@](C)(O)[C@@H]2C1,5.0%,-2.1%,-7.0%,-0.1%,?,.,.,1.7%
CC(C)c1nc(SCC(=O)N2CC(=O)Nc3ccccc32)c2ccccc2n1,-4.3%,?,i,5.3%,-36.8%[inhibitor],4.1%,15.7%[46 µM],2.7%
CSCC[C@H](NC(=O)OC(C)(C)C)c1nnc(SCc2ccccc2)o1,?,-2.5%,-13.1%,-1.9%,-7.6%,22.1%,?,-2.1%
CN(Cc1ccccc1)c1nc2c(c(=O)[nH]c(=O)n2C)n1CCCSc1ncccn1,-4.4%,-1.9%,i,6.7%,-10.7%,-4.9%,13.8%,-0.3%
CCN1CCCC1CNC(=O)C(=O)NC1CC1 (configuration not stated),2.7%,3.4%,3.3%,-5.4%,-13.7%,-28.0%,.,-11.9%
COC(=O)c1cc(OC)c(OC)cc1NC(=O)CSc1ccc(C)cc1,?,-7.1%,14.2%,-5.6%,-29.9%,0.0%,7.7%,31.9%[activator]
COc1ccc(S(=O)(=O)CC(=O)Nc2ccccc2Cl)cc1,-2.7%,-3.4%,i,-0.1%,-5.0%,-14.1%,.,4.8%
Cn1cnnc1SCC(=O)c1cccc([N+](=O)[O-])c1,?,?,-5.5%,-3.6%,-0.5%,-4.9%,2.6%,4.4%
CN=c1scc(-c2ccc(F)cc2)n1/N=C/c1ccc(O)c(O)c1,?,10µM*,?,-18.7%,?,.,.,28.2µM*
CC(=C1C(=O)c2ccccc2C1=O)N1CCc2ccccc2C1,8.91µM*,?,14.9%,7.6%,19.1%,.,-2.3%,3.6%
CCOc1ccc(NC(=O)CSc2nc(-c3cccs3)cc(C(F)(F)F)n2)c([N+](=O)[O-])c1,8.4%,-1.6%,-1.4%,3.2%,-10.1%,4.8%,3.1%,2.7%
CC(C)(C)NCC(O)COc1c(F)cc(Br)cc1F (configuration not stated),2.2%,-10.5%,-0.5%,-3.2%,9.2%,.,5.9%,5.7%
# The results go on.
SMILES,ALDH1A1 block,Tau fibril ThT,RECQ1 helicase,KinaseGlo FLuc,SMN2 splice up,L3MBTL1 inh,LMNA splice mod,JMJD2E inh
O=C(/C=C/c1ccc(Cl)cc1)N1CCN(c2ccccn2)CC1,4.5%,-0.6%,-4.5%,2.5%,-3.8%,0.6%,-5.6%,?
O=C(c1cccc(S(=O)(=O)N2CCc3ccccc3C2)c1)N1CCN(c2ccccc2)CC1,-3.4%,-9.0%,4.9%,1.8%,-21.0%,-17.5%,?,8.3%
Cc1ccc(S(=O)(=O)NC(=O)CSc2nc3ccccc3s2)cc1,-2.1%,?,2.7%,-0.6%,13.7%,1.4%,3.0%,3.2%
CC(=O)c1cnc2c(-c3ccccc3)c(C)nn2c1C,-10.3%,-4.9%,-3.0%,-0.5%,-10.5%,3.1%,-3.8%,9.2%
Cc1cc(C)c(OCC(=O)OCCNC(=O)c2cccnc2)c(C)c1,3.5%,-1.8%,-10.3%,4.4%,8.3%,7.7%,-8.9%,-4.8%
COCCn1nc2cc(C(=O)NCC34CC5CC(CC(C5)C3)C4)ccc2c1OC,?,-1.6%,-5.2%,4.3%,-15.1%,0.5%,2.0%,?
CCN(CC)Cc1c(NC(=O)c2ccccc2)sc(C)c1C,?,?,-17.4%,-6.1%,-1.4%,.,.,5.4%
COc1ccc(C2NC(=S)NC(C)=C2C(=O)c2ccccc2)cc1OC (configuration not stated),11.2µM*,?,-3.5%,-1.7%,9.9%,-5.2%,-4.4%,-15.8%
O=C(Nc1cccnc1)c1ccc2c(c1)C(=O)N(CC1CCCO1)C2=O (configuration not stated),?,-3.2%,i,-0.6%,-3.3%,-2.1%,-6.3%[46 µM],1.5%
Cc1ccc(S(=O)(=O)CCc2nnc(NC(=O)COc3cccc(C)c3)s2)cc1,10.1%,12.2%,13.1%,-3.6%,-8.4%,3.7%,2.9%,11.0%
Cc1cccc(C(=O)N[C@H](C(=O)OCC(=O)NC2CCS(=O)(=O)C2)C(C)C)c1 (some centres not stated),4.7%,-2.9%,3.9%,2.3%,-7.7%,46.7%[activator],-16.3%,6.3%
COc1ccc(-c2nc(CC(=O)O)cs2)cc1,?,-5.3%,-8.7%,2.4%,-5.5%,.,2.9%,?
CCOC(=O)c1ccc(CNC(=O)c2cc(C(C)(C)C)oc2C)o1,25.1µM*,-14.3%,-1.4%,1.1%,6.8%,.,?,4.4%
CCOC(=O)c1sc(NS(=O)(=O)c2ccccc2Cl)nc1C,-0.8%,-9.5%,-3.9%,-2.3%,-8.8%,.,0.3%,-0.5%
COCC(=O)Nc1nnc(COc2ccccc2)s1,9.0%,-5.1%,-0.8%,0.3%,-4.0%,5.8%,2.7%,16.8%
O=C(CN1C2=NCCN2c2ccccc21)c1ccco1,7.8%,-1.8%,-8.6%,-2.7%,7.8%,8.3%,-0.3%,-0.6%
CCNC(=O)CSc1nnc(CN2CCCCCC2=O)n1-c1ccccn1,7.9%,-2.2%,i,-0.9%,-3.6%,7.3%,9.5%[46 µM],6.9%
CCN(CC)c1ccc(NC(=O)Nc2ccc(C(C)=O)cc2)cc1,-12.9%,?,0.4%,1.3%,9.8%,-1.1%,-13.3%,-6.6%
CC(C)(C)Cc1nnc(NC(=O)Cc2ccc([N+](=O)[O-])cc2)s1,11.2µM*,-7.3%,-6.2%,-0.6%,-13.1%,10.4%,2.8%,-1.6%
O=C(O)C1CCN(C(=O)c2csc(-c3ccc4c(c3)CCO4)n2)CC1,?,1.7%,5.3%,.,.,-2.4%,-3.7%[46 µM],?
Cc1cccc(N2CCN(C(=O)CCCn3c(=S)[nH]c4cc5c(cc4c3=O)OCO5)CC2)c1C,?,?,1.5%,-8.0%,-27.6%,1.1%,6.0%,-10.0%
CC(C)C[C@H](NC(=O)Nc1cccc(Br)c1)C(=O)O,1.5%,11.4%,-1.2%,0.8%,-13.9%,1.0%,-4.7%,5.4%
Cc1nn(C(C)(C)C)c(OC(=O)c2cccs2)c1Sc1ccccc1,6.9%,-9.8%,-18.3%,-1.9%,-22.3%,.,-2.6%,-0.9%
CC1=NN(C(=O)Cc2ccc([N+](=O)[O-])cc2)C(O)(c2cccnc2)C1 (configuration not stated),-6.9%,-6.8%,-0.9%,3.3%,-7.2%,8.8%,-11.9%,5.3%
COc1ccc(C2CC(=O)N3C(=C2C#N)SCC3(O)c2ccccc2)cc1 (configuration not stated),?,-9.7%,16.0%,-2.3%,-9.6%,-4.8%,?,135.8%[activator]
# Continued:
SMILES,ALDH1A1 block,Tau fibril ThT,RECQ1 helicase,KinaseGlo FLuc,SMN2 splice up,L3MBTL1 inh,LMNA splice mod,JMJD2E inh
CS(=O)(=O)c1nc(-c2ccccc2)cc(C(F)(F)F)n1,8.8%,7.4%,-0.1%,0.1%,15.5%,-2.5%,?,-26.0%
CCN(CC)S(=O)(=O)c1ccc(N2CCOCC2)c(NC(=O)c2cc([N+](=O)[O-])ccc2Cl)c1,?,-5.6%,i,-2.4%,-25.3%,-4.7%,?,-4.6%
O=C(/C=C/c1cccc(O)c1)c1cccnc1,0.5%,-15.5%,i,.,.,.,.,-13.4%
Cc1ccc(S(=O)(=O)Nc2ccc3c(c2)nc(C)n3C)cc1,.,-1.5%,-6.0%,.,.,2.8%,.,10.0%
O=C(Nc1cccc(Cl)c1)Nc1csc([N+](=O)[O-])c1,.,15.8µM*,i,.,.,?,.,2.0%
CCN1CCCC1CN(Cc1cc2cc(OC)ccc2[nH]c1=O)C(=O)NCc1ccccc1 (configuration not stated),?,6.6%,6.9%,-2.2%,-17.3%,-0.1%,-12.3%,?
Cc1nc2cnc(N(C)C)nc2n(Cc2ccc(F)cc2)c1=O,?,.,-2.3%,-2.7%,-15.9%,.,.,.
CC(C)NC(=O)N(Cc1ccccc1)Cc1cccs1,-0.1%,-1.5%,-2.6%,.,.,12.4%,.,3.0%

# Bioassay records (PubChem)
